Source: PubChem BioAssay
G9a block = qHTS Assay for Inhibitors of Histone Lysine Methyltransferase G9a; Histone-lysine N-methyltransferase EHMT2 (Homo sapiens), Q96KQ7; G9a H3K9 monomethylation, AlphaScreen, 2 h; Potency, µM (titrated, usually from 102 µM), without a hit: at the highest dose activity, negative = inhibition, actives largely listed as inhibitors; hit rate 8.8% among 350,000; AID 504332, 2011; note: % is set by controls: 0 for no effect and ±100 for the full control effect; nearly all actives have a fitted effect of over 75% in size
Target sequence (Q96KQ7 913-1193 limits assumed): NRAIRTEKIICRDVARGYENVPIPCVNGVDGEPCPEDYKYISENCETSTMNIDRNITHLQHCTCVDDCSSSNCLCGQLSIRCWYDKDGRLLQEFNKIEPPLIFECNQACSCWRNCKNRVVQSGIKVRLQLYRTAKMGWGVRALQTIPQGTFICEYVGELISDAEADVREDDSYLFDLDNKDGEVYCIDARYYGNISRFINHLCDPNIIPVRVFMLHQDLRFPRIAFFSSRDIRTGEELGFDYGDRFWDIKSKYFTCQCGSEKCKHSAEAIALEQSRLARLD
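AlphaScreen detection with an anti-monomethyl H3K9 antibody quantified product after a 2 h room-temperature reaction containing 500 nM biotinylated H3K9 peptide, 20 µM SAM and 20 nM enzyme, which had been preincubated 15 min with compound.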
POLI inh = qHTS for Inhibitors of Polymerase Iota; Pol iota fluorescent replication assay, 10 min; Potency, µM (doses to about 115 µM), for inactives: at the highest dose activity, negative = inhibition, hits mostly inhibitors; hit rate 1% among 390,000; AID 588590, 2011
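Fluorescent replication assay read twice, at 0 min and 10 min after adding 50 nM (final) substrate. Enzyme (10 nM) and compounds were first incubated 15 min at room temperature; enzyme-free buffer wells were negative controls.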
Pol kappa inh = qHTS for Inhibitors of Polymerase Kappa. AID 588579, 2011. DNA polymerase kappa (Homo sapiens), Q9UBT6. hit rate 0.53% among 400,000. purified Pol kappa, fluorescent DNA synthesis assay, 10 min. Potency, µM (highest dose often 107 µM), for the others: at the top dose activity, negative = inhibition, most hits filed as inhibitors; note: % is set by controls: 0 for no effect and ±100 for the full control effect
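Readout: fluorescence, taken kinetically at 0 and 10 min. Conditions: 10 nM Pol kappa, 15 min RT compound preincubation, 50 nM substrate final. Controls: enzyme-free buffer wells.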
Pol beta inh = qHTS Assay for Inhibitors of DNA Polymerase Beta. hit rate 1.3% among 340,000. Potency, µM (titrated, usually from 114 µM), without a hit: at the top dose activity change, negative = inhibition, usual class: inhibitors. Pol beta primer extension/strand displacement, fluorescence kinetic. AID 485314, 2010; note: % is set by controls: 0 for no effect and ±100 for the full control effect
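Kinetic readout of DNA synthesis with strand displacement by Pol beta. Compound and 10 nM enzyme sit 15 min at room temperature; 50 nM substrate starts the reaction, read immediately and at 10 min.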
Apoferritin bind = qHTS Assay for Identification of Novel General Anesthetics. Ferritin light chain (Equus caballus), P02791. apoferritin/1-aminoanthracene competitive binding, fluorescence. AID 485281, 2010. hit rate 0.074% among 350,000. Potency, µM (top dose mostly 77.5 µM), without a hit: at the top dose activity change, negative = displacement, usual class: inhibitors; note: % is set by controls: 0 for no effect and ±100 for the full control effect; nearly all actives have a fitted effect of over 20% in size
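Horse-spleen apoferritin (10 uM) in 50% saturated 1-aminoanthracene in PBS was incubated 10 min at room temperature with compound. Fluorescence (ex 380, em 535 nm) was normalized to free and bound 1-AMA, with concentration-response fitted by a four-parameter Hill equation.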
BAZ2B inh = qHTS Assay for Inhibitors of BAZ2B; Bromodomain adjacent to zinc finger domain protein 2B (Homo sapiens), Q9UIF8; AlphaScreen BAZ2B-H3K14Ac peptide displacement; Potency, µM (titrated, usually from 114 µM), for inactives: at the highest dose activity change, negative = inhibition, usual class: inhibitors; hit rate 4.4% among 360,000; note: % is set by controls: 0 for no effect and ±100 for the full control effect; nearly all actives have a fitted effect of over 60% in size
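BAZ2B 50 nM plus b-H3(5-23)K14Ac 50 nM, PBS pH 7.4/0.01% Tween-20, 30 min RT; compound added (max 110 uM), 30 min RT; streptavidin donor/Ni-chelate acceptor beads 10 ug/mL final, 20 min dark; AlphaScreen read.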
Pol eta inh = qHTS for Inhibitors of Polymerase Eta | DNA polymerase eta (Homo sapiens), Q9Y253 | recombinant Pol eta, fluorescent DNA replication assay | Potency, µM (highest dose often 114 µM), for inactives: at the highest dose activity change, negative = inhibition, usual class: inhibitors | hit rate 1.2% among 390,000 | AID 588591, 2011; note: % is set by controls: 0 for no effect and ±100 for the full control effect
Target sequence (Q9Y253 whole entry, looked up): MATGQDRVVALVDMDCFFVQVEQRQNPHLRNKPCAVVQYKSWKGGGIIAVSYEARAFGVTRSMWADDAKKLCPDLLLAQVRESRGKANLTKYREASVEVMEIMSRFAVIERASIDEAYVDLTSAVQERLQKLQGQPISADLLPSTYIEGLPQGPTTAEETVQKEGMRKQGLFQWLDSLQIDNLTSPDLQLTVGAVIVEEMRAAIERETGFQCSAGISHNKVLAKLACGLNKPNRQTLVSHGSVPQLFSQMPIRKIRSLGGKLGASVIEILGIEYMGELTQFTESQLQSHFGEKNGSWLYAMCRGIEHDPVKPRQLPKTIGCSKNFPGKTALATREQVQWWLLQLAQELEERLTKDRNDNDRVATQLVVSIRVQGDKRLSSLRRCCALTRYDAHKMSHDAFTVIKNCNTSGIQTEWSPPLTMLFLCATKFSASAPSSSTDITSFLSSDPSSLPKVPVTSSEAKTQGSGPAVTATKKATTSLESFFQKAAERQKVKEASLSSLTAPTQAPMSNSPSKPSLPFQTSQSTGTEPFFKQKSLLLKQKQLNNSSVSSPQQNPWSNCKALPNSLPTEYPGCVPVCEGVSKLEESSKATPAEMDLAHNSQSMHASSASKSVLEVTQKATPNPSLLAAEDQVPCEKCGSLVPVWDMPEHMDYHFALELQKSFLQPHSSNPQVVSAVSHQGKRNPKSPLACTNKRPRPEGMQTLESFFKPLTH
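Pol eta at 10 nM preincubated with compounds 15 min at room temperature; reaction started with fluorescent substrate (50 nM final) and read kinetically at 0 and 10 min.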
APE1 inh = qHTS Assay for Inhibitors of the Human Apurinic/apyrimidinic Endonuclease 1 (APE1); recombinant APE1, TAMRA/BHQ-2 abasic DNA cleavage fluorescence; DNA repair nuclease/redox regulator APEX1 (Homo sapiens), P27695; Potency, µM (highest dose often 65.8 µM), inactives show at the top dose activity change, negative = inhibition, actives largely listed as inhibitors; AID 2517, 2012; hit rate 0.35% among 350,000;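 note: plate controls were vehicle for no effect and reference inhibitor for full effect; nearly all actives have a fitted effect of over 55% in size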
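Incision of a quenched TAMRA/BHQ-2 THF abasic-site duplex (50 nM) by 0.75 nM APE1, after 15 min compound preincubation, measured as fluorescence increase over three 60 s reads. Values normalized to buffer, DMSO and NSC13755 control wells.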
BLM inh = qHTS Assay for Inhibitors of Bloom's syndrome helicase (BLM) | hit rate 0.2% among 350,000 | RecQ-like DNA helicase BLM (Homo sapiens), P54132 | AID 2528, 2010 | Potency, µM (doses to about 56.1 µM), for inactives: at the top dose activity change, negative = inhibition, usual class: inhibitors | recombinant BLM DNA unwinding, fluorescence dequenching;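 note: plate controls were vehicle for no effect and no enzyme for full effect; nearly all actives have a fitted effect of over 35% in size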
* hit, by the source's call; & = joins results of further samples; [ ] = dose if it differs, or a comment. Calls come from the whole dose curve; as a rule, active = well fitted curve in the direction sought with a large enough effect; inconclusive = small, poorly fitted or top-dose-only effect, or another doubt; inactive = no such curve, though single readings can be large; an effect the other way counts as inactive or inconclusive. Potency is the fitted concentration of half-maximal effect.

Results for CCc1ccc(NC(=S)N2CCCC(C(F)(F)F)C2)cc1 (stereo unspecified) ?
G9a block: -5%[12.7 µM]; POLI inh: -20%; Pol kappa inh: -7%; Pol beta inh: 14%; Apoferritin bind: inconclusive; BAZ2B inh: -17%; Pol eta inh: -10%; APE1 inh: -1%; BLM inh: -9%

How did O=C(C[C@H]1C(=O)N(CCc2ccccc2)C[C@@H]1Cc1ccccc1)Nc1ccccc1 do in these assays?
POLI inh: -2%&20%; Pol kappa inh: 6%&9%; Pol beta inh: -18%; Apoferritin bind: -2%; BAZ2B inh: -1%; Pol eta inh: -19%; APE1 inh: -3%; BLM inh: -5%

How did CC(=O)c1ccc(NC(=O)C2CCN(S(=O)(=O)c3ccc4c(c3)N(C(C)=O)CCO4)CC2)cc1 do in these assays?
G9a block: -11%; POLI inh: 42%[activator]; Pol kappa inh: -1%; Pol beta inh: 9%; Apoferritin bind: -10%; BAZ2B inh: -26%; Pol eta inh: -21%; APE1 inh: 13%; BLM inh: -1%

How did CCOc1ccc2ccccc2c1/C=N/NC(=O)CNC(=O)C(c1ccccc1)c1ccccc1 do in these assays?
G9a block: -4%; POLI inh: -7%; Pol kappa inh: 8%; Pol beta inh: -20%; Apoferritin bind: -7%; BAZ2B inh: -3%; Pol eta inh: 1%; APE1 inh: 3%; BLM inh: -10%

What do the screens show for `O=C(NOCc1ccccc1)c1ccc(Cl)cc1`?
G9a block: 2%[12.7 µM]; POLI inh: 4%; Pol kappa inh: -14%; BAZ2B inh: 8%; Pol eta inh: -16%; APE1 inh: 15%

How did O=C(Nc1ccc(N2CCCCC2)cc1)c1ccc(F)cc1F do in these assays?
POLI inh: 141%[activator]; Pol kappa inh: -1%; Pol beta inh: -12%; Apoferritin bind: -6%; BAZ2B inh: -6%; Pol eta inh: 5%; APE1 inh: 12%; BLM inh: -4%

Results for OC(CN1C2=NCCN2c2ccccc21)c1ccccc1 (stereo unspecified) ?
G9a block: -35%; POLI inh: 24%; Pol kappa inh: -8%; Pol beta inh: 24%; Apoferritin bind: -8%; BAZ2B inh: -8%; Pol eta inh: -18%; APE1 inh: -5%; BLM inh: 5%

Results for CC(C)CN(C(=O)c1ccc(S(=O)(=O)N2CCCC2)cc1)C1CCS(=O)(=O)C1 (stereo unspecified) ?
G9a block: -11%; POLI inh: 61%[activator]; Pol kappa inh: -9%; BAZ2B inh: 10%; Pol eta inh: 4%; APE1 inh: 13%

Results for Cc1cc(Oc2ccccc2)nc(SCC(=O)Nc2ccccc2)n1 ?
G9a block: -20%; POLI inh: 12%; Pol kappa inh: -1%; Pol beta inh: -1%; Apoferritin bind: -13%; BAZ2B inh: -5%; Pol eta inh: -1%; APE1 inh: 1%; BLM inh: -5%

What do the screens show for `CN1c2ccccc2C(O)=C(C(=S)Nc2ccc(F)c(Cl)c2)S1(=O)=O`?
G9a block: inconclusive; POLI inh: 67%[activator]; Pol kappa inh: -7%; Pol beta inh: -2%; Apoferritin bind: -4%; BAZ2B inh: -12%; Pol eta inh: -11%; APE1 inh: -1%; BLM inh: 2%

Results for O=S(=O)(Nc1cc(Cl)ccn1)c1ccc(Cl)cc1 ?
G9a block: 8%[12.7 µM]; POLI inh: -7%[58.9 µM]; Pol kappa inh: -10%; Pol beta inh: -1%; Apoferritin bind: -5%; BAZ2B inh: 0%; Pol eta inh: -8%; APE1 inh: 1%; BLM inh: -4%

Results for CSC(=NC#N)N1CCN(c2ccc([N+](=O)[O-])cc2)CC1 ?
G9a block: 7%[59 µM]; POLI inh: -3%; Pol kappa inh: -9%; Pol beta inh: 11%; Apoferritin bind: -24%; BAZ2B inh: -14%; Pol eta inh: 7%; APE1 inh: 3%; BLM inh: -2%

Results for CCCOP(=O)(OCCC)c1nc(-c2ccccc2)oc1NCc1ccccc1 ?
G9a block: 28%[59 µM]; POLI inh: 24%; Pol kappa inh: -6%; Pol beta inh: 0%; Apoferritin bind: 0%; BAZ2B inh: 5%; Pol eta inh: -29%; APE1 inh: 1%; BLM inh: -7%

Results for O=C(c1cc(COc2ccc(F)cc2Cl)on1)N1CCCC(c2ccccc2)C1 (stereo unspecified) ?
G9a block: 105%[activator]; POLI inh: 55%[activator]; Pol kappa inh: -23%; Pol beta inh: 3%; Apoferritin bind: -17%; BAZ2B inh: -2%; Pol eta inh: -6%; APE1 inh: 4%; BLM inh: -13%

How did Cc1ccc(C(C#N)c2ccc3c(C(F)(F)F)cc(C(F)(F)F)nc3n2)cc1 (stereo unspecified) do in these assays?
G9a block: 11µM*; POLI inh: 0%; Pol kappa inh: -7%; Pol beta inh: -24%; Apoferritin bind: inconclusive; BAZ2B inh: 8.9µM*; Pol eta inh: -18%; APE1 inh: 1%; BLM inh: -9%

Reprinted from the part before: 2 entries; new compounds follow.
Results for O=C(c1cc(COc2ccc(F)cc2Cl)on1)N1CCCC(c2ccccc2)C1 (stereo unspecified) ?
G9a block: 105%[activator]; POLI inh: 55%[activator]; Pol kappa inh: -23%; Pol beta inh: 3%; Apoferritin bind: -17%; BAZ2B inh: -2%; Pol eta inh: -6%; APE1 inh: 4%; BLM inh: -13%

How did Cc1ccc(C(C#N)c2ccc3c(C(F)(F)F)cc(C(F)(F)F)nc3n2)cc1 (stereo unspecified) do in these assays?
G9a block: 11µM*; POLI inh: 0%; Pol kappa inh: -7%; Pol beta inh: -24%; Apoferritin bind: inconclusive; BAZ2B inh: 8.9µM*; Pol eta inh: -18%; APE1 inh: 1%; BLM inh: -9%

How did O=C(c1cc2nc(-c3ccco3)cc(C(F)(F)F)n2n1)N1CCN(c2ccc(F)cc2)CC1 do in these assays?
G9a block: -4%[12.7 µM]; POLI inh: 10%; Pol kappa inh: -16%; Pol beta inh: -25%; Apoferritin bind: inconclusive; BAZ2B inh: -33%; Pol eta inh: 1%; APE1 inh: inconclusive; BLM inh: -10%

What do the screens show for `COc1ccc(NS(=O)(=O)c2ccc(NC(=S)NC(=O)C(C)C)cc2)cc1`?
G9a block: 8%[59 µM]; POLI inh: -14%; Pol kappa inh: -10%; Pol beta inh: 19%; Apoferritin bind: -22%; BAZ2B inh: inconclusive; Pol eta inh: -28%; APE1 inh: inconclusive; BLM inh: -8%

What do the screens show for `CC1(C)Cc2c(sc3c2c(N)nc(=S)n3Cc2ccc(Br)cc2)CO1`?
G9a block: 17%[59 µM]; POLI inh: 63%[activator]; Pol kappa inh: -1%; Pol beta inh: 1%; Apoferritin bind: -2%; BAZ2B inh: -2%; Pol eta inh: -3%; APE1 inh: -7%; BLM inh: 0%

How did Cc1nnc(OCC(=O)NCCC2=CCCCC2)c2ccccc12 do in these assays?
G9a block: -16%[59 µM]; POLI inh: 41%[activator]; Pol kappa inh: 1%; Pol beta inh: 14%; Apoferritin bind: inconclusive; BAZ2B inh: 1%; Pol eta inh: -4%; APE1 inh: -10%; BLM inh: -10%

Results for CC(C)c1ccc(-c2noc(SCC(=O)N3CCN(c4ccc(F)cc4)CC3)n2)cc1 ?
G9a block: -17%[59 µM]; POLI inh: -2%; Pol kappa inh: 21%; Pol beta inh: 0%; Apoferritin bind: -1%; BAZ2B inh: -6%; Pol eta inh: -17%; BLM inh: 0%

What do the screens show for `Cc1[nH]c2ccccc2c1C(=O)CSc1nc2ccccc2[nH]1`?
G9a block: 48%[12.7 µM]; POLI inh: 18%; Pol kappa inh: -11%; Pol beta inh: 2%; Apoferritin bind: -13%; BAZ2B inh: -1%; Pol eta inh: -12%; APE1 inh: -9%; BLM inh: -3%

How did O=C(Nc1ccc(C(=O)NCCCN2CCN(c3ccccc3)CC2)cc1)C1=CSCCO1 do in these assays?
G9a block: -37%; POLI inh: -7%; Pol kappa inh: 1%; Pol beta inh: -4%; Apoferritin bind: -22%; BAZ2B inh: inconclusive; Pol eta inh: 2%; APE1 inh: -4%; BLM inh: 0%

What do the screens show for `Cc1ccc(C)c(NC(=O)c2cc(-c3cc(C)ccc3O)n[nH]2)c1`?
G9a block: 13%; POLI inh: 74%[activator]; Pol kappa inh: -1%; Pol beta inh: 6%; Apoferritin bind: -1%; BAZ2B inh: -4%; Pol eta inh: -12%; APE1 inh: -5%; BLM inh: -6%

How did CCOc1cc(/C=C\[N+](=O)[O-])ccc1OCC(=O)N1CCOCC1 do in these assays?
G9a block: 10µM*; POLI inh: 69%[activator]; Pol kappa inh: -10%; Pol beta inh: -20%; Apoferritin bind: -13%; BAZ2B inh: 0%; Pol eta inh: -14%; APE1 inh: -6%; BLM inh: -3%

What do the screens show for `C/C(CC(=O)Nc1ccc(C)c(Cl)c1)=N\NC(=O)Cc1ccccc1`?
G9a block: 15%[59 µM]; POLI inh: -4%; Pol kappa inh: -16%; Pol beta inh: -1%; Apoferritin bind: -12%; BAZ2B inh: 1%; Pol eta inh: -13%; APE1 inh: 1%; BLM inh: -4%

Results for COc1ccc(C(=O)OCC(=O)NCCN2C(=O)CSC2=O)cc1[N+](=O)[O-] ?
POLI inh: 5%; Pol kappa inh: -19%; Pol eta inh: -2%; APE1 inh: 39%

Results for Ic1ccc(N2CCN(Cc3c[nH]c4ncccc34)CC2)cc1 ?
G9a block: 24µM*; POLI inh: inconclusive; Pol kappa inh: inconclusive; Pol beta inh: -4%[57.1 µM]; BAZ2B inh: 50µM*; Pol eta inh: inconclusive; APE1 inh: -18%&5%&-1%

Results for O=C(Nc1ccccc1C(=O)N1CCNCC1)c1ccco1 ?
G9a block: 3%[59 µM]; Pol beta inh: inconclusive; Apoferritin bind: -1%; BAZ2B inh: 7%; APE1 inh: 0%; BLM inh: 2%

The list is partial; count on the stated rates, not on these rows.
